a7 integrin act: integrin-mediated muscular dystrophy alleviation activation; alpha7betagal myoblasts, beta-gal FDG fluorescence, 48 h; 350,000 tested, 0.064% active; Potency, µM (series often up to 38.3 µM), for the others: at the highest dose activation, hits mostly activators;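 further: potency means the concentration at half of the fitted maximal effect; 100% = response of the positive control SU9516; nearly all actives have a fitted effect of over 60% in size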
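Alpha7betagal+/- myoblasts (passage 13) were plated 16-24 hr, then exposed to compounds (1:260 dilution of DMSO stock) for 48 hours at 37C. After MPER lysis, β-galactosidase reporter activity was read as FDG fluorescence (ex 480/em 540) after 30 minutes.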
Tb PFK block: T. brucei PFK enzyme inhibition; O15648; T. brucei PFK, ADP-Glo luminescence; Potency, µM (highest dose often 57.5 µM), for the others: at the highest dose activity, negative = inhibition, usual class: inhibitors; 330,000 tested, 0.17% active;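 further: potency means the concentration at half of the fitted maximal effect; 0% = uninhibited 1x PFK enzyme wells and -100% = no-enzyme wells; nearly all actives have a fitted effect of over 60% in size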
Target sequence (O15648 whole entry, looked up): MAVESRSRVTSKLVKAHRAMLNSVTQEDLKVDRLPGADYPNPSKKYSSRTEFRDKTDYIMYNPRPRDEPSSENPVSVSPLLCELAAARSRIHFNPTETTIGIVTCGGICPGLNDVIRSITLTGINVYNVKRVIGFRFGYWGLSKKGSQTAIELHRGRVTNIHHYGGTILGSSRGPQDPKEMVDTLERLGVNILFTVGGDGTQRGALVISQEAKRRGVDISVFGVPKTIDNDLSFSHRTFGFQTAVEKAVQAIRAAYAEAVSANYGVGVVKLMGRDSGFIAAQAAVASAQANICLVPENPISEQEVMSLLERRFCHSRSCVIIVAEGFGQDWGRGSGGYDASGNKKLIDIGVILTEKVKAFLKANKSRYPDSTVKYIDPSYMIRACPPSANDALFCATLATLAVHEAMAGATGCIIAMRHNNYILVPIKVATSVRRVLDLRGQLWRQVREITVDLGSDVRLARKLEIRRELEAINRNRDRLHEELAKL
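Compounds were pin-transferred as a titration series up to 57 uM into substrate buffer (0.5 mM F6P, 0.1 mM ATP, pH 8.0), then 1.25 nM PFK was added and reactions ran 45 min before ADP-Glo detection.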
S-ASM inh: inhibitors of human secretory acid sphingomyelinase | placental ASM, HMU-PC fluorogenic substrate, 60 min | Potency, µM (highest dose often 57.5 µM), inactives show at the top dose activity change, negative = inhibition, most hits filed as inhibitors | 340,000 tested, 0.006% active; further: potency means the concentration at half of the fitted maximal effect
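Fluorogenic HMU-PC substrate (9 uM final) is turned over by placental ASM in 60 min at 37 C after a 10 min compound preincubation. Reaction ended by alkaline stop (pH 10), with fluorescence read at 386/447 nm.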
Eya2 inh: blocks the phosphatase activity of human Eya2 | O00167 | recombinant Eya2, OMFP fluorescence dephosphorylation (OMFP is methylfluorescein phosphate) | Potency, µM (highest dose often 76.9 µM), for the others: at the highest dose activity, negative = inhibition, usual class: inhibitors | 330,000 tested, 0.006% active; further: potency means the concentration at half of the fitted maximal effect; on the % scale 0 is the no-effect control and ±100 the full control effect
Target sequence (O00167 whole entry, looked up): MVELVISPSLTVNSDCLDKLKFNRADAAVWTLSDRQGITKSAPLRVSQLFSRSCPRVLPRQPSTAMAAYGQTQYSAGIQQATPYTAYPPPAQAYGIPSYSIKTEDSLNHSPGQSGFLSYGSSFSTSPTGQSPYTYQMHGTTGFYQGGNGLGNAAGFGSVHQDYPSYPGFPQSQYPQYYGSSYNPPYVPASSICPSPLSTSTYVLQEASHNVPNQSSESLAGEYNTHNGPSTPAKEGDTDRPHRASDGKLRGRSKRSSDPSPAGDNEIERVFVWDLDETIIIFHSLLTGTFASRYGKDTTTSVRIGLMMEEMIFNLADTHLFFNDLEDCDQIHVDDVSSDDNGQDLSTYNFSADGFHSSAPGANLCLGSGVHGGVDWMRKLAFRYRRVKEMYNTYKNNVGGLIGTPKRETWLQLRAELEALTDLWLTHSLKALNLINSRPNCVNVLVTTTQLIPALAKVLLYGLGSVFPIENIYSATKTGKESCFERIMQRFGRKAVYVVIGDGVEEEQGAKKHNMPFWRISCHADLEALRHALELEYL
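Eya2 (0.2 uM) preincubated 10 min at ambient with compound, then OMFP substrate added at 50 uM; 10 min reaction in 50 mM HEPES pH 7.5, 50 mM NaCl, 5 uM MgCl2, 0.05% BSA, 1 mM DTT. Fluorescence read at Ex 485/Em 525 nm.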
Mito fusion yeast: blocks mitochondrial division or promotes mitochondrial fusion. S. cerevisiae fusion-defective mutant growth rescue, CellTiterGlo 48 h. Potency, µM (doses to about 46.1 µM), for the others: top-dose growth rescue (activation), usual class: activators. 320,000 tested, 0.23% active. AID 485298;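 further: potency means the concentration at half of the fitted maximal effect; % of control where 0% means no effect; nearly all actives have a fitted effect of over 45% in size; temperature-sensitive fusion mutants such as fzo1-1 at 37 °C on non-fermentable ethanol glycerol medium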
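Yeast fusion mutant, YPEG (non-fermentable carbon), compound, 48 h at 37C non-permissive; CellTiterGlo added, 10 min RT, luminescence read. Rescued growth = division inhibition.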
PTAP TSG101 blk: blocks PTAP/TSG101 interaction to inhibit HIV-1 budding; Q99816; Fluorescence polarization, FITC-PTAP peptide / Tsg101 binding; Potency, µM (highest dose often 115 µM), without a hit: at the highest dose activity change, negative = inhibition, hits mostly inhibitors; 340,000 tested, under 10 active; AID 493005; active means well fitted inhibition curve with a large enough effect in the main read-out, with a control signal flat, not every such curve was filed as active; inconclusive means small, poorly fitted or top-dose-only effect, or effect the other way, or a change in a side signal; inactive means no such curve, though single readings can be large or run the other way; further: potency means the concentration at half of the fitted maximal effect; % of control where 0% means no effect
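Fluorescence anisotropy tracks displacement of a FITC-tagged PTAP peptide (50 nM) from the Tsg101 binding domain (10 uM), following a 20 min room-temperature incubation at pH 7.5.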
A-T KAP1 phos: potential ataxia-telangiectasia treatments restoring KAP-1 phosphorylation. […] A-T fibroblasts, KAP-1 phosphorylation AlphaLISA; neocarzinostatin DNA damage 30 min before lysis. Potency, µM (series often up to 57.5 µM), inactives show top-dose activation, usual class: activators. 320,000 tested, 0.19% active. AID 485349; further: potency means the concentration at half of the fitted maximal effect; % of control where 0% means no effect; nearly all actives have a fitted effect of over 45% in size
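hTERT-immortalized A-T patient fibroblasts ([…]), 500 cells/well in OPTI-MEM, 1% FBS, got compounds for 60 min, then NCS for 30 min at 37C. Lysates were then assayed for phospho-KAP-1 by AlphaLISA (anti-pKAP1 donor, anti-KAP1 acceptor beads), 6 hr at 25C.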
BCR signal inh: inhibitors of chronic active B-cell receptor signaling | ABC-DLBCL IkBa-CBG/CBR reporter, luminescence ratio, 4 h | Potency, µM (doses to about 46.1 µM), for the others: at the top dose ratio change, negative = lower green/red ratio, hits mostly inhibitors | 340,000 tested, 0.05% active; active means well fitted inhibition curve with a large enough effect in the signal ratio, with a control signal flat, not every such curve was filed as active; inconclusive means small, poorly fitted or top-dose-only effect, or effect the other way, or a change in a side signal; the % refers to the signal ratio;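 further: potency means the concentration at half of the fitted maximal effect; plate controls were basal doxycycline-induced cells for no effect and cells given 10 µM MG132 for full effect; MG132 reads +100%, hits lower the ratio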
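Doxycycline induced both beetle luciferases in TMD8 lymphoma cells; IKK-driven degradation limits the IkappaBalpha-fused green signal, while red luminescence normalises for cell number and nonspecific effects. Compounds tested up to 46 uM, 4 hrs.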
ELG1 repair inh: ELG1-dependent DNA repair inhibition. HEK293T ELG1-luciferase reporter, luminescence, 16 h; DNA damage induced by 5-fluorouridine. Potency, µM (titrated, usually from 46.1 µM), without a hit: at the top dose activity change, negative = inhibition, hits mostly inhibitors. 330,000 tested, 2.3% active. AID 504467; further: potency means the concentration at half of the fitted maximal effect; on the % scale 0 is the no-effect control and ±100 the full control effect; nearly all actives have a fitted effect of over 55% in size
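Reporter activity after DNA damage by 5-fluorouridine is monitored. Compound-treated cells incubate 16 hr at 37 °C, then ONE-Glo is added for 30 min before luminescence reading.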
TCR act: T cell receptor activation; primary human leukocytes, anti-CD3, IL-2 HTRF, 48 h; Potency, µM (doses to about 9.22 µM), for the others: at the top dose activation of IL-2 secretion, usual class: activators; 330,000 tested, under 10 active; further: % of control where 0% means no effect
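Primary human leukocytes incubated 48 hr with anti-CD3 beads plus compound, without co-stimulation. Secreted IL-2 measured by HTRF (europium cryptate/d2 anti-IL-2 pair, 320 nm excitation, 665 nm emission).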
TSHR antag: human thyrotropin receptor antagonism; TSHR-expressing cells, TSH-stimulated cAMP HTRF, 2 h; active compounds read low; activity change, negative = inhibition, % at 11.5 µM; 330,000 tested, 0.2% active; P16473;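 active means activity change below a set negative limit, meaning inhibition stronger than a set level, cut at about -70% in these data; inconclusive means activity change between two set negative limits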; further: on the % scale 0 is the no-effect control and ±100 the full control effect
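TSHR-expressing cells were treated with compounds, then stimulated with TSH at EC80 (4nM final) for 2 hours at 37 deg C. Cellular cAMP was measured by HTRF competition between lysate cAMP and cAMP-d2 for a cryptate-labelled anti-cAMP antibody.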
* hit, by the source's call; u = inconclusive; x = no result given; [ ] = another dose, or the depositor's remark. Unless noted, the call rests on the fitted dose curve; in most records, active means well fitted curve in the direction sought with a large enough effect; inconclusive means small, poorly fitted or top-dose-only effect, or another doubt; inactive means no such curve, though single readings can be large; an effect the other way counts as inactive or inconclusive.

Compound	a7 integrin act	Tb PFK block	S-ASM inh	Eya2 inh	Mito fusion yeast	PTAP TSG101 blk	A-T KAP1 phos	BCR signal inh	ELG1 repair inh	TCR act	TSHR antag
CCCCN(Cc1ccco1)S(=O)(=O)c1ccc(-c2ccc(=O)[nH]n2)s1	-9.5%	0.3%	-0.5%	3.9%	0.7%	-1.9%	-6.1%	1.0%	1.6%	-5.9%	16.5
Cc1cccnc1NC(=O)C12CCC(C)(C(=O)O1)C2(C)C (configuration not stated)	-13.6%	1.1%	-0.2%	-3.4%	-2.0%	-2.0%	-7.2%	-10.2%	-12.4%	8.8%	4.7
C=C(C)Cn1c(=O)c(NC(=O)c2ccccc2)c2n(c1=S)CCC2	10.4%	-7.3%	2.4%	17.5%	1.9%	5.8%	x	-6.8%	-3.6%	5.0%	-0.8
CC(C)N(CCNC(=O)c1ccc(OCC2CCCO2)cc1)C(C)C (configuration not stated)	-12.3%	-0.9%	0.9%	1.2%	0.2%	-7.7%	-1.7%	-2.3%	-8.4%	-5.0%	18.6
CC(NC(=O)c1ccco1)c1nc(-c2ccccc2Cl)no1 (configuration not stated)	22.0%	14.0%	-0.5%	3.2%	-10.4%	3.0%	4.9%	1.4%	-0.9%	2.3%	-28.7
COc1cc(/C=N/Nc2ccccn2)ccc1OCC(C)C	11.1%	-4.1%	-1.5%	9.4%	7.3%	1.2%	0.4%	-3.9%	u	-8.2%	-5.2
CC1CCCC(C)N1/N=C/c1ccc(C#N)cc1 (configuration not stated)	24.0%	-3.6%	-1.6%	2.3%	1.8%	0.7%	-2.0%	u	-6.5%	0.1%	-1.6
CCOCCOCN(C#N)c1nc(OC)nc(N(C)C)n1	19.9%	-0.3%	-0.6%	-9.1%	-3.5%	-4.2%	5.7%	-3.9%	6.3%	1.7%	9.5
COc1cc(C(=O)NNC(=O)COc2ccc(Cl)cc2)ccc1OCC(=O)N1CCOCC1	11.4%	-5.0%	6.7%	7.8%	-7.5%	-7.4%	3.4%	1.8%	16.7%	2.7%	7.2
Cc1cc(OCC(=O)Nc2ccncc2)ccc1Cl	-36.9%	-19.4%	-0.5%	-3.5%	-9.5%	-0.2%	1.0%	-10.6%	-26.4%	x	-15.4
Cc1ccc(-c2nc(C3CCN(S(C)(=O)=O)CC3)no2)cc1	14.3%	-3.6%	6.6%	17.2%	-1.7%	-2.8%	x	-2.1%	u	0.7%	2.1
CCS(=O)(=O)c1nc(S(=O)(=O)c2ccc(Cl)cc2)c(N2CCN(CCO)CC2)s1	-11.7%	0.3%	-0.7%	-5.2%	3.0%	5.0%	14.1%	-5.2%	-4.5%	-54.8%	4.1
O=C(NNC1=C(C(=O)C(F)(F)F)CCC1)c1ccc(Br)cc1	-18.7%	4.6%	-0.2%	22.5%	-2.9%	-6.6%	-5.0%	u	u	12.1%	0.2
COc1ccc(-n2cnnc2SCC(=O)Nc2nc(C)c(Cl)cc2Cl)cc1	4.5%	-2.7%	1.0%	13.6%	1.2%	-4.6%	2.3%	-14.0%	-23.7%	5.8%	-4.8
O=C(CSc1nnc(CNC(=O)c2ccccc2F)o1)NC1CCCCC1	0.0%	-2.4%	2.1%	-3.3%	3.3%	-0.9%	2.6%	0.2%	4.2%	2.6%	16.7
O=C(COC(=O)CCS(=O)(=O)c1ccccc1)Nc1ccccc1	10.4%	3.4%	3.0%	15.9%	2.7%	-0.4%	-4.1%	1.2%	-2.1%	-7.0%	0.8
C/C=C(\NC(C)=O)c1ccccc1	-4.0%	-5.0%	6.5%	-0.3%	-4.3%	-1.6%	-5.8%	-3.4%	6.2%	3.9%	-4.6
CCn1nnnc1SCC(=O)N1c2ccccc2NC(=O)CC1C (configuration not stated)	25.0%	-1.9%	-0.5%	4.2%	-3.6%	-0.1%	4.1%	4.9%	u	4.2%	-3.9
COc1cc(C)ccc1OCc1cc(C(=O)N(Cc2nccn2C)C(C)C)no1	15.8%	1.7%	1.6%	0.7%	0.2%	1.4%	-9.7%	-1.3%	u	5.3%	2.1
COc1ccc(NC(=O)c2sc(N3CCOCC3)nc2-c2ccccc2)c(OC)c1	-28.7%	-8.7%	1.2%	-13.6%	u	-2.8%	0.7%	u	13µM*	1.6%[46.1 µM]	7.5
O=C(C1=C[C@H](c2ccccc2)C[C@H](OCc2ccc(CO)cc2)O1)N1CCOCC1	-3.5%	-0.1%	6.9%	12.1%	1.9%	-1.7%	u	-1.3%	4.0%	-4.8%	1.5
CCc1ccccc1NC(=S)N(CCN1CCCCC1)Cc1ccco1	13.6%	-0.6%	4.7%	-15.9%	2.0%	-2.4%	-4.3%	-22.5%	0.4%	4.0%	-1.2
C[n+]1ccccc1/C=C1\Sc2ccccc2N1CCO	0.8%	3.0%	-6.4%	-3.4%	2.5%	-1.2%	-5.5%	4.4%	-2.4%	x	-1.1
CC(C)NC(=O)C1CCN(C2CCN(Cc3cn[nH]c3-c3ccccc3)CC2)CC1	0.0%	2.3%	0.7%	6.5%	2.3%	1.2%	4.0%	-12.0%	0.3%	1.0%	-3.0
CCOC(=O)Cc1ccc(NS(=O)(=O)c2ccc(SC)cc2)cc1	2.8%	-6.8%	-2.2%	-20.6%	12.9%	-2.3%	-1.2%	-7.6%	-0.4%	5.7%	-14.4

Compound	a7 integrin act	Tb PFK block	S-ASM inh	Eya2 inh	Mito fusion yeast	PTAP TSG101 blk	A-T KAP1 phos	BCR signal inh	ELG1 repair inh	TCR act	TSHR antag
CC(C)(C)c1ccc(CCC(CC(=O)O)CC(=O)O)cc1	u	1.9%	1.2%	4.5%	-1.5%	-12.3%	4.9%	1.9%	-11.7%	-5.8%	-2.7
CN=c1sc2ccccc2n1CC(O)COc1ccccc1 (configuration not stated)	4.3%	4.1%	5.3%	-3.0%	4.2%	-0.3%	4.1%	0.5%	-11.1%	-5.1%	-9.0
CCOC(=O)N1CCN(C(=O)CCc2ccc(S(=O)(=O)NC(C)C)cc2)CC1	-5.9%	-1.9%	3.3%	5.0%	1.6%	-1.8%	0.4%	2.5%	1.2%	-12.4%	20.8
Cc1ccc(-c2nc(N/N=C/c3ccncc3)c3ccccc3n2)cc1	17.1%	3.7%	1.2%	-16.6%	4.7%	-3.0%	x	0.7%	u	-1.1%	-13.2
Cc1noc(C)c1COc1ccc(C(=O)NNC(=O)c2ccccc2F)cc1	-45.1%	-0.3%	9.6%	13.2%	-0.2%	-7.5%	7.9%	u	-11.4%	13.6%	10.0
Cc1ccc(S(=O)(=O)N2CCC(C(N)=O)CC2)cc1[N+](=O)[O-]	4.9%	-2.8%	4.6%	-7.1%	-1.6%	-1.8%	2.2%	7.3%	-2.2%	x	2.5
O=C(Nc1ccc(F)cc1)c1ccc2[nH]c(=O)c(=O)[nH]c2c1	7.5%	2.2%	3.9%	-3.9%	-3.7%	-2.2%	-2.8%	-13.7%	5.1%	4.8%	-1.4
